IL-2 act: qHTS of IL-2 Activators; IL-2 activation reporter assay, cell-based qHTS; stimulated with anti-CD3/CD4/CD28 beads; in transgenic mouse T cells; activation, % (series mostly up to about 46 µM); 360,000 tested, 0.065% active; in the data active = activation above about 50%; inconclusive = mostly about 30% to 49%; also: 0% is about no effect
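Unstimulated transgenic mouse T cells preincubated 60 min with compound, then stimulated with anti-CD3/anti-CD4-coated beads plus anti-CD28 for 18 h at 37 degrees C. IL-2 response read as EGFP and DsRed fluorescence by plate cytometry.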
EPAC1 antag: qHTS for Antagonist of cAMP-regulated guanine nucleotide exchange factor 3 (EPAC1): primary screen | Potency, µM (highest dose often 115 µM), inactives show at the top dose activity change, negative = inhibition, most hits filed as inhibitors | 360,000 tested, 0.14% active | EPAC1 GEF assay, Rap1b-BODIPY-GDP exchange fluorescence;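 also: potency is read from the fitted curve at half-maximal effect; plate controls were vehicle for no effect and positive control for full effect; nearly all actives have a fitted effect of over 50% in size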
HEK293 tox: qHTS of GLP-1 Receptor Inverse Agonists: Cytotox Screen; Potency, µM (series often up to 38.3 µM), inactives show top-dose activity change, negative = inhibition, usual class: inhibitors; AID 624418, 2012; HEK293 cAMP-luciferase reporter cells, luminescence, 24 h; 410,000 tested, 0.13% active;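 also: loss of luciferase light is scored as toxicity; potency is read from the fitted curve at half-maximal effect; % is scaled to controls: 0 for no effect and ±100 for the full control effect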
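Compound-treated cells are incubated 24 hr at 37 deg C under 5% CO2 after a 12 hour attachment period, then luciferase detection reagent is added and luminescence is measured following 12 min at room temperature; lowered signal indicates toxicity.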
PLK1 PBD block: qHTS for Inhibitors of PLK1-PDB (polo-like kinase 1 - polo-box domain): Primary Screen | Plk1 PBD binding of FITC phosphopeptide, fluorescence polarization | Serine/threonine-protein kinase PLK1 (Homo sapiens), P53350 | 360,000 tested, 2.8% active | Potency, µM, inactives show max response, negative = inhibition, actives largely listed as inhibitors | AID 720504, 2013; also: potency is read from the fitted curve at half-maximal effect; series mostly up to about 57 µM; % is scaled to controls: 0 for no effect and ±100 for the full control effect; nearly all actives have a fitted effect of over 65% in size
Target sequence (P53350 whole entry, looked up, the tested form may be a part): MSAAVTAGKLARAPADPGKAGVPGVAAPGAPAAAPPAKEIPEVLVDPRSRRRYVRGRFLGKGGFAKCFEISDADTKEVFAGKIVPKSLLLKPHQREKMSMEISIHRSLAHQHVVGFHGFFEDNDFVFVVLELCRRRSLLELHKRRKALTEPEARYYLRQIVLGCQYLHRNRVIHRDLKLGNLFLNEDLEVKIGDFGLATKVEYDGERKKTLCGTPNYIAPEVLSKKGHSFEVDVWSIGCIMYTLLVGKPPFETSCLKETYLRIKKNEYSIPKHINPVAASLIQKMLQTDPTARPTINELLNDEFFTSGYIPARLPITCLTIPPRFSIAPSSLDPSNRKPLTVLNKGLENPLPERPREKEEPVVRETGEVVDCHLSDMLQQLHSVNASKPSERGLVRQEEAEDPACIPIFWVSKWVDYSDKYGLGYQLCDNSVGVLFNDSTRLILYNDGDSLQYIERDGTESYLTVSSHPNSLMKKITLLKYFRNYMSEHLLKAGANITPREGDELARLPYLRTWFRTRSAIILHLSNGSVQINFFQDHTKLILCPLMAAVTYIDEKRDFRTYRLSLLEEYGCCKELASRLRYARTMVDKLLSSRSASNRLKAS
GLP1R inv ag: qHTS of GLP-1 Receptor Inverse Agonists (Inhibition Mode). 410,000 tested, 1.6% active. HEK293 GLP-1R CRE-luciferase, luminescence, 24 h; GLP-1R form is constitutively active. AID 624417, 2012. Potency, µM (top dose mostly 38.3 µM), inactives show at the top dose activity change, negative = inhibition, actives largely listed as inhibitors. Glucagon-like peptide 1 receptor (Homo sapiens), P43220; also: potency is read from the fitted curve at half-maximal effect; % is scaled to controls: 0 for no effect and ±100 for the full control effect; nearly all actives have a fitted effect of over 55% in size
Target sequence (P43220 whole entry, looked up): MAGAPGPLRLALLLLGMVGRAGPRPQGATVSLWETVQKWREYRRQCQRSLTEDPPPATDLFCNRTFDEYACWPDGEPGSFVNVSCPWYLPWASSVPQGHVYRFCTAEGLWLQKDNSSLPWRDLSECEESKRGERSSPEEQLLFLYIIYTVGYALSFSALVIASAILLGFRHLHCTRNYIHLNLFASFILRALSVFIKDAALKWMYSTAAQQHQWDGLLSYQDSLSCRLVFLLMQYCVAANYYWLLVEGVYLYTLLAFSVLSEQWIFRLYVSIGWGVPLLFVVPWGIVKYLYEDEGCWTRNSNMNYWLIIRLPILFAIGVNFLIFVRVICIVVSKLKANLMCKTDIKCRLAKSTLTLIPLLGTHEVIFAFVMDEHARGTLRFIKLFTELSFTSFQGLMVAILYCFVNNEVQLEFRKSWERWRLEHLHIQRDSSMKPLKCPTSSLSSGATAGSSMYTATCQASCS
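Inverse agonism was detected as reduced cAMP-driven luciferase luminescence after 24 h compound treatment. The cells were HEK293 clones expressing constitutively active human GLP-1R with the reporter. Reporter-only and GPR119 cell lines served as counterscreen controls.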
GLP1R ag: qHTS of GLP-1 Receptor Agonists; Glucagon-like peptide 1 receptor (Homo sapiens), P43220; HEK293 GLP-1R CRE-luciferase, luminescence, 4-6 h; cells express a hypersensitive GLP-1R form; Potency, µM (top dose mostly 45.6 µM), without a hit: top-dose activation, most hits filed as activators; 380,000 tested, 0.007% active; also: potency is read from the fitted curve at half-maximal effect; % of control where 0% means no effect
PI5P4K alpha inh: qHTS for Inhibitors of phosphatidylinositol 5-phosphate 4-kinase (PI5P4K); Phosphatidylinositol 5-phosphate 4-kinase type-2 alpha (Homo sapiens), P48426; 330,000 tested, 1.2% active; PI5P4Kalpha enzyme, ADP-Glo luminescence, 60 min; hits give low values; max response, %; active = max response of -50% or lower; inconclusive = between -30% and -50%; inactive = -30% or higher; also: value at the top dose of about 77 µM; % is scaled to controls: 0 for no effect and ±100 for the full control effect
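Reactions run in 0.038 M HEPES pH 7.4, 0.28 mM EGTA, 0.1% CHAPS and 5% DMSO, with PI5P4Kalpha, substrate, compound and 5 microM ATP final, one hour at room temperature. Readout is ADP-Glo luminescence.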
PTHR1 ag: qHTS for PTHR1 Agonists: Primary Screen; HEK293 GP2 PTHR1 cells, GloSensor cAMP luminescence, 1 h; Parathyroid hormone/parathyroid hormone-related peptide receptor (Homo sapiens), Q03431; 410,000 tested, 0.075% active; Potency, µM (top dose mostly 115 µM), without a hit: top-dose activation, most hits filed as activators; also: potency is read from the fitted curve at half-maximal effect; nearly all actives have a fitted effect of over 55% in size; some results filed as inactive show a strong effect at the top dose; inactives centre near -15; many of its hits are not listed in these tables
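HEK-293-derived GP2 cells expressing PTHR1 and a GloSensor cAMP reporter, 3,000/well, plated overnight, given luciferin plus IBMX (each 0.5 mM as added) for 1 h at 37 °C, then compound for 1 h at 37 °C. Luminescence was read after 15 min at room temperature.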
EPAC1 agonist: qHTS for Agonist of cAMP-regulated guanine nucleotide exchange factor 3 (EPAC1): primary screen | EPAC1 agonist qHTS, biochemical assay; response scale: 100% = response to 6.5 mM cAMP | 360,000 tested, 0.073% active | AID 720707, 2013 | Potency, µM (highest dose often 154 µM), inactives show top-dose activation, hits mostly activators | Rap guanine nucleotide exchange factor 3 (Homo sapiens), O95398; also: potency is read from the fitted curve at half-maximal effect; nearly all actives have a fitted effect of over 60% in size
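Nucleotide exchange by EPAC1 (100 nM) on Rap1B–BODIPY-GDP (250 nM) in the presence of 50 uM GDP is tracked fluorescently at 480/540 nm over 30 min. Signals are normalized to a 6.5 mM cAMP control.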
Numbers without * were called inactive; i = inactive; u = inconclusive; x = not tested or not shown; & = joins results of further samples; [ ] = another dose, or the depositor's remark. Unless noted, calls follow the shape of the dose curve; as a rule, active = well fitted curve in the direction sought with a large enough effect; inconclusive = small, poorly fitted or top-dose-only effect, or another doubt; inactive = no such curve, though single readings can be large; an effect the other way counts as inactive or inconclusive. These rows are one share of the data. The share of hits here may be higher or lower than overall.

SMILES	IL-2 act	EPAC1 antag	HEK293 tox	PLK1 PBD block	GLP1R inv ag	GLP1R ag	PI5P4K alpha inh	PTHR1 ag	EPAC1 agonist
CC1CN(C(=O)c2ccc(COc3ccccc3Cl)o2)CC(C)O1 (stereo not drawn)	-5.0	-16%	5%	-8%	-6%	19%	-7	-7%	-4%
N#Cc1c(N)n(Cc2ccccc2)c(=O)c2cc([N+](=O)[O-])ccc12	-3.1	-7%	0%	-12%	54%[activator]	8%	3	-15%	11%
O=C(COC(=O)c1ccc(F)c(S(=O)(=O)N2CCOCC2)c1)NCc1ccco1	0.5	-3%	7%	-2%	35%[activator]	9%	3	i	3%
O=C1CCN(S(=O)(=O)c2ccc(Cl)cc2)N1	0.3	18%	3%	-13%	0%	3%	x	-30%	8%
CC1=C(C#N)C(=O)NC(=O)/C1=C\c1ccc(-c2cc(C)c(C)cc2[N+](=O)[O-])o1	-0.1	-18%	-7%	4.7µM*	12%	12%	-65*	-5%	5%
CCOc1ccc(NC2CCN(C(C)=O)CC2)cc1	-1.0	-5%	-25%	-6%	-2%	-1%	5	-14%	7%
CNc1nnc(-c2cc3cc(Cl)ccc3oc2=O)s1	-0.6	-10%	69%[activator]	-3%	42%[activator]	-6%	-1	-23%[57.5 µM]	-8%
CC1CN(S(=O)(=O)c2ccc(CN3C(=O)c4cccnc4C3=O)s2)c2ccccc2O1 (stereo not drawn)	0.8	2%	-13%	-15%	60%[activator]	-5%	-1	-4%	13%
Cc1ccc(NCc2nc3ccccc3n2CCOc2ccccc2)cc1	0.3	-6%	u	-15%	u	9%	-6	-94%&-38%[inhibitor]	6%
Cc1ccc(S(=O)(=O)N(C)C)cc1NC(=O)CSc1nnnn1-c1ccc(O)cc1	8.8	-23%	-22%	-11%	-17%	7%	-1	-23%	13%
O=C(O)c1cccc(O)c1O	0.4	2%	0%	-1%	0%	3%	-1	-24%	-8%
O=C(c1sc2cccc(F)c2c1Cl)N1CCN(c2ncccn2)CC1	-4.8	-1%	2%	3%	10%	17%	-5	-19%	7%
CCn1c(SCC(=O)NC(C)(C)C)nnc1-c1ccncc1	-2.5	8%	4%	8%	14%	-4%	2	-10%	0%
CCN1C(=O)N[C@@H](c2cccc(C(F)(F)F)c2)[C@@H](C(=O)OC)[C@H]1C	0.9	2%	15%	-12%	12%	10%	1	-17%	-1%
O=C(Nc1ccccc1Cl)N1CCCN(c2nc(-c3ccccc3)ns2)CC1	-0.3	-2%	-16%	1%	u	6%	14	-37%[inhibitor]	3%
Nc1ccccc1-c1nc2ccccc2[nH]1	-1.7	8%	1%	-1%	0%	-5%	-2	-11%[57.5 µM]	-2%
Cc1noc(C)c1S(=O)(=O)N(CC(=O)NC(C)c1ccccc1)c1ccc(C(C)C)cc1 (stereo not drawn)	-2.6	-12%	-11%	1%	u	-4%	2	-24%	-23%
CCOc1cc(-c2nc(-c3ccccc3)c(-c3cc([N+](=O)[O-])ccc3C)[nH]2)ccc1O	-3.0	0%	-30%	-4%	-29%	-4%	-3	-3%[57.5 µM]	-2%
CC1=C(C(=O)OCc2ccccc2)C(c2ccccc2Cl)NC(=O)N1CCCC(=O)O (stereo not drawn)	-0.1	2%	2%	-3%	17%	8%	-73*	i	-1%
O=C(Nc1ccc(S(=O)(=O)N2CCOCC2)cc1)c1cccs1	2.5	6%	-12%	1%	-2%	-2%	0	i	2%
CCOC(=O)C1(CCc2ccccc2)CCN(C(=O)C2CCCO2)CC1 (stereo not drawn)	-3.5	4%	-14%	-2%	-21%	-4%	1	i	-2%
COc1cc2c(cc1OC)CN(C(=O)C1CCC(=O)N(CCCN3CCOCC3)C1)CC2 (stereo not drawn)	-0.1	0%	-6%	0%	16%	-2%	1	2%	14%
COCC(=O)Nc1ncc(S(=O)(=O)c2ccc([N+](=O)[O-])cc2)s1	1.1	-16%	2%[7.66 µM]	u	2%[7.66 µM]	-1%	-7	-16%	3%
CCNc1ccc(S(=O)(=O)N(C)C)cc1NCC(=O)Nc1ccccc1Cl	-0.7	-3%	5%	-14%	-13%	22%	1	0%	5%
O=C(CN1C(=O)NC2(CCc3ccccc32)C1=O)c1ccc(Br)s1 (stereo not drawn)	2.7	4%	-23%	1%	u	-51%[inhibitor]	u	-12%	7%
COCCCNC(=O)C12CCC(C)(C(=O)C1)C2(C)C (stereo not drawn)	3.4	-11%	-15%	-8%	-4%	-8%	4	-4%	-6%
CN(C)/N=C/c1ccc(OS(=O)(=O)c2ccccc2)cc1	-0.1	-9%	0%	-7%	1%	5%	13	-6%	6%
N#Cc1ccc(CSc2nnc(NC(=O)c3ccc4ncsc4c3)s2)cc1	11	u	-1%	u	2%	2%	-23	i	2%
N#C/C(=N\Nc1ccccc1Cl)C(=O)c1ccccc1	-1.5	-10%	u	u	-23%	-9%	-2	-25%	2%
Cn1c(O)c(C=Nc2ccc(Br)cc2)sc1=O	-1.8	17%	4%	-5%	14%	0%	-21	-42%[inhibitor]	-14%
O=C(NCc1ccccc1)C(c1ccncc1)n1c(=O)c(-c2ccco2)nc2ccccc21 (stereo not drawn)	-0.1	2%	4%	-14%	23%	x	u	4%	-1%
O=c1c(Cl)c(NCc2ccc(F)cc2Cl)cnn1C12CC3CC(CC(C3)C1)C2	-2.9	-21%	11%	2%	-22%	-9%	8	0%	0%
N#CCCN1CCN(CCC#N)CC1	-0.4	14%	4%	4%	-4%	2%	x	-14%[57.5 µM]	-5%
COC(=O)c1ccc(/C=N/NC(=O)CC(=O)NCc2cccnc2)cc1	-0.7	-10%	-2%	-15%	8%	5%	-8	-10%	16%
Cc1ccc2occ(/C=N/NC(=O)c3ccc(O)cc3)c(=O)c2c1	-2.4	-13%	9%	-14%	u	-6%	-23	i	7%
CCC(=O)C1CCCN(C(=O)CCc2nnc(C3(c4ccc(Cl)cc4)CCC3)o2)C1 (stereo not drawn)	-4.0	9%	4%	-11%	u	5%	8	-37%[inhibitor]	-4%
N#Cc1ccc(C23CC4(C2)[C@H](CN(Cc2ccc(C(F)(F)F)cc2)[C@@H]4c2ccccc2)C3c2ccccc2)cc1 (stereo partly drawn)	-0.1	0%	5%	0%	-38%	1%	1	i	6%
CCOc1ccc(-n2c(SCC(=O)N3CCCc4ccccc43)nc3c([nH]c4ccccc43)c2=O)cc1	x	x	-15%	x	-4%	-1%	x	-2%	x
C/C(CCc1ccc2c(c1)OCO2)=N\N=C1\NC(=O)CC(C(=O)Nc2ccccc2F)S1 (stereo not drawn)	-2.2	-25%	-5%	-13%	-6%	14%	-2	i	4%
COc1cc(C(F)(F)F)c(C(=O)NCc2cccc(Cl)c2)cn1	4.3	10%	2%	2%	-12%	8%	1	i	-4%
CCC(Sc1ncnc2sc3c(c12)CCCC3)C(=O)OCC(C)C (stereo not drawn)	x	x	-2%	x	12%	-3%	x	-4%	x
O=C(NCCCNC(=O)c1cc(Cl)ccc1Cl)c1cnccn1	1.0	12%	5%	2%	22%	12%	-2	i	6%
CC(C)(C)n1nc2c(c1NC(=O)c1cccc(Cl)c1)CS(=O)(=O)C2	1.0	-23%	0%	-16%	-4%	0%	3	25%	-1%
CNC(=O)Cc1csc2ccc(C)cc12	-0.7	-1%	0%	1%	8%	0%	2	-8%	4%
COCCNc1nc(NCc2ccc(C(C)C)cc2)c2sccc2n1	-0.6	-12%	-9%	3%	u	-2%	-20	-54%[inhibitor]	-12%
COc1cc(C(=O)N2CCN(Cc3ccccc3C(F)(F)F)CC2)cc(OC)c1OC	0.1	-20%	-30%	-2%	u	0%	-12	-18%	-9%
CCc1nc2ccc(C(=O)NCCCN3CCCC3=O)cn2c1N(C)C(=O)Nc1ccccc1OC	-0.4	-3%	6%	3%	15%	0%	0	-13%	-1%
COc1ccc(C2=Nn3c(nnc3-c3ccccc3Cl)SC2)cc1OCC1CC1	-4.4	-6%	x	x	x	u	x	-54%[inhibitor]	-13%
CC(=O)Nc1nnc(Cc2ccccc2)s1	2.2	6%	-1%	-5%	9%	7%	8	i	7%
CCCCCn1c(=O)[nH]c2cc(C(=O)NCCN3C(C)CCCC3C)ccc2c1=O (stereo not drawn)	0.2	-2%	-4%	-5%	1.8µM*	6%	0	-5%	-3%
Cc1cccc(C)c1NC(=O)CN(C)C(=O)c1cc(S(=O)(=O)N2CCOCC2)ccc1N1CCCC1	-2.6	9%	-9%	7%	18%	3%	1	i	5%
CC(C)OCCCNC(=O)C1CCC(CNS(=O)(=O)c2cccc3nsnc23)CC1 (stereo not drawn)	-1.3	-3%	-25%	-2%	12%	-4%	-5	i	-15%

Compound profiles, as listed above.
CC(C)OCCCNC(=O)C1CCC(CNS(=O)(=O)c2cccc3nsnc23)CC1 (stereo not drawn) in the list: IL-2 act: -1.3; EPAC1 antag: -3%; HEK293 tox: -25%; PLK1 PBD block: -2%; GLP1R inv ag: 12%; GLP1R ag: -4%; PI5P4K alpha inh: -5; PTHR1 ag: i; EPAC1 agonist: -15%
CNC(=O)Cc1csc2ccc(C)cc12 in the list: IL-2 act: -0.7; EPAC1 antag: -1%; HEK293 tox: 0%; PLK1 PBD block: 1%; GLP1R inv ag: 8%; GLP1R ag: 0%; PI5P4K alpha inh: 2; PTHR1 ag: -8%; EPAC1 agonist: 4%
